Compound activity: PubChem, several laboratories
MOR-DOR inv ag: inverse agonists of human mu-delta opioid receptor heterodimerization | cell-based MOR-DOR heterodimer luminescence, inverse agonism | inhibition, % at 9.3 µM | actives 0.21% (n = 340,000); in the data active = inhibition above about 22%, passing the limit was not always enough;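 note: 0% = cells with DMSO and 100% = wells without cells with DMSO; values of inactives mirror those of a sister screen read the other way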
PKA-R1A activ: activators of PKA-R1A complex | PKA-R1A dissociation, Cy5-IP20 fluorescence polarization; scaled: DMSO 0%, 113 µM cGMP 100% | activation, % at 11.4 µM | actives 0.083% (n = 340,000) | AID 504707;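 active = percent activation above the mean of all tested compounds plus 3 SD, cut at about 19% in these data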;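 note: higher means more PKAc released from R1A so a rise in polarization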
AddAB inh: less growth of phage-infected E. coli with AddAB; actives 0.29% (n = 330,000); E. coli expressing H. pylori AddAB, absorbance growth; inhibition, % at 11.9 µM; AID 435030; in the data active = inhibition above about 12%;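 note: 0% = vehicle wells of infected cells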
Ecoli viability: counter-screen for AddAB inhibitors: E. coli growth inhibition. E. coli V3065 growth, OD600 absorbance, 18 h. inhibition, % at 11.9 µM. actives 0.27% (n = 330,000). AID 449728;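 active = inhibition above the campaign's mean inhibition across all tested compounds plus 3 SD, cut at about 9.9% in these data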;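 note: uninfected addAB+ strain grown without phage in ampicillin broth; 0% = DMSO wells and 100% = ciprofloxacin 0.95 µg/ml wells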
SUMO Mot1 rescue: SUMOylation pathway inhibition by Mot1-301 growth rescue | S. cerevisiae Mot1-301 growth rescue, ATP luminescence, 38.5C; percent above DMSO median, 100 means doubled | AID 2716 | actives 1% (n = 320,000) | growth rescue, % at 18.8 µM;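 active = every valid replicate shows activation above 250% relative to neutral control wells; inactive = the rest, any valid replicate at or below 250%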;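 note: OY570 slx delta 5 strain wells were the positive control but not used for scaling; some compounds called inactive have numbers as strong as hits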
Tat transport: E. coli Tat transport inhibition. AID 488895. E. coli MC4100 TorA-mCherry Tat export, fluorescence. inhibition, % at 10 µM. actives 0.036% (n = 340,000);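 active = mean replicate inhibition at least 50% and at least half of replicates individually reaching 50%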;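 note: exported cargo escapes ClpAP degradation while cytoplasmic cargo is degraded and loses fluorescence; 0% = median of neutral control wells and 100% = median of NaSCN control wells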
PKA-R2B activ: activators of human PKA-R2B complex; P22694+P31323; PKA-R2B holoenzyme dissociation, Cy5-IP20 fluorescence polarization; R2B truncated from residue 108, S112A mutant; 0% DMSO only, 100% 113 µM cGMP; activation, % at 11.4 µM; actives 0.079% (n = 340,000);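 active = activation above a cutoff set at the mean over all compounds plus 3 SD, cut at about 18% in these data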;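 note: higher means more holoenzyme dissociation and a rise in polarization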
Target sequence (P31323 whole entry, looked up, other chains not shown, the tested form may be a part): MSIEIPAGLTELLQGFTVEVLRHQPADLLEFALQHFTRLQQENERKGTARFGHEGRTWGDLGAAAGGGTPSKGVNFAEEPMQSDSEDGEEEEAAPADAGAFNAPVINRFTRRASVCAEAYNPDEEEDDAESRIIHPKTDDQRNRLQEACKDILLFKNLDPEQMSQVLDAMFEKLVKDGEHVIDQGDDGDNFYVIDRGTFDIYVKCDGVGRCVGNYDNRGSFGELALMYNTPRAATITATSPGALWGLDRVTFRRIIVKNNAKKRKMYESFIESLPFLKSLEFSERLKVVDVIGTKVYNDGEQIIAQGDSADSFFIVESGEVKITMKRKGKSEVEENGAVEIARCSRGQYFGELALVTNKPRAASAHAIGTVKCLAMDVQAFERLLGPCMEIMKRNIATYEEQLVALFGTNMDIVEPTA
PfHsp90 yeast 2: inhibits growth of yeast expressing Plasmodium falciparum Hsp90 | S. cerevisiae expressing PfHsp90, BacTiter-Glo ATP, 48 h; yeast lacking PDR1 and PDR3 efflux regulators | inhibition, % at 9.4 µM | actives 0.32% (n = 310,000);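 active = every replicate shows inhibition above about 80%, whatever the replicate mean, limit read from the data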;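 note: 0% = DMSO neutral controls and 100% = 20 µM radicicol positive controls; yeast relying on Plasmodium falciparum Hsp90 in place of its own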
OPRM1-OPRD1 ag: agonists of human mu-delta opioid receptor heterodimerization. P35372+P41143. cells, OPRM1-OPRD1 heterodimerization, luminescence. activation, % at 9.3 µM. actives 0.3% (n = 340,000); in the data active = activation above about 18%;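 note: 0% = vehicle-treated cells and 100% = reference agonist; values of inactives mirror those of a sister screen read the other way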
HTR5A inv ctr: counter-screen for OPRM1-OPRD1 inverse agonists: human HTR5A inverse agonism. actives 0.083% (n = 340,000). AID 504634. HTR5A cell line, luminescence. inhibition, % at 9.3 µM; in the data active = inhibition mostly above about 23%, no sharp cut-off; inactive = mostly below about 18%;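 note: 0% = cells with DMSO and 100% = no-cell wells with DMSO; some compounds called inactive have numbers as strong as hits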
Target sequence (P47898 whole entry, looked up): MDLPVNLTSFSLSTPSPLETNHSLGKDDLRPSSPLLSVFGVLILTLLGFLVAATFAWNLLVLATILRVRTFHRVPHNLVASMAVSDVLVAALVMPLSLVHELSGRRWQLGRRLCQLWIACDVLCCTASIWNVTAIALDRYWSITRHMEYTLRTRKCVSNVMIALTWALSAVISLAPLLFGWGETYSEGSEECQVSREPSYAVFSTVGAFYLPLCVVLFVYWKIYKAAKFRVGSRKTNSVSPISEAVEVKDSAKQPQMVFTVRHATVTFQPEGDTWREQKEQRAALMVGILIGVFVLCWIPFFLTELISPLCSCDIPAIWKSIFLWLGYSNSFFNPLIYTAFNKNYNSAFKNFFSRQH
phage Ecoli inh: E. coli growth loss with phage present; growth absorbance; AID 651602; actives 0.26% (n = 360,000); inhibition, % at 11.9 µM; in the data active = inhibition above about 11%
* = called active by the depositor; x = not tested or not shown.

Results follow in this order: MOR-DOR inv ag, PKA-R1A activ, AddAB inh, Ecoli viability, SUMO Mot1 rescue, Tat transport, PKA-R2B activ, PfHsp90 yeast 2, OPRM1-OPRD1 ag, HTR5A inv ctr, phage Ecoli inh
O=C(O)c1ccc(OCC2CCCO2)cc1 (stereo not drawn)
    9, -2, -6.1, -2.8, 6, -9, -6, 13, -1.9, -7, 1.5
Cc1cc(C)nc(SCC(=O)Oc2ccc3oc(=O)cc(C)c3c2)n1
    13, 0, 3.9, -0.5, -11, -2, -1, 16, -3.0, 13, 4.0
O=C(CSc1nnc(-c2cccnc2)n1-c1ccc(F)cc1)NCc1ccc2c(c1)OCO2
    8, 11, 1.8, 0.1, 80, -2, -8, 31, -1.5, -6, 0.6
O=C1CC(N(Cc2ccc3c(c2)OCO3)C(=O)Nc2ccc(F)cc2)C(=O)N1c1ccccc1 (stereo not drawn)
    8, 2, -1.9, -2.6, -20, -1, -2, -13, -1.5, 20, 0.7
COC(=O)c1cccc(NC(=O)c2cnoc2C)c1
    18, -5, 0.3, 0.0, -18, -7, -9, -5, -3.6, 9, 2.3
COc1cc(C(=O)NCC(=O)Nc2ccc(F)c(F)c2)ccc1OCC(=O)N1CCOCC1
    -4, -14, -1.7, -2.2, 5, -12, 1, -2, 0.6, -14, 3.3
CCC(C)[C@H](NC(=O)NC1CCCc2ccccc21)C(=O)OC (stereo partly drawn)
    6, -2, 3.6, -1.3, 9, 7, -2, 5, -1.1, -2, 1.8
C/C(=N\NC(=O)c1cc(C2CC2)nc2ccccc12)c1ccc(O)cc1O
    -17, 1, 3.2, -1.4, -7, -1, 11, -9, 3.0, 7, 3.0
O=C(O)c1ccc(CN2CCCCC2)o1
    -1, 6, -0.3, -1.8, -2, 3, 12, 18, 0.1, -9, 1.2
Clc1cc(Br)ccc1NCc1cccnc1
    12, 1, -0.2, 0.0, 156, -2, -6, -14, -2.6, 11, 3.5
OC1(c2ccccc2F)CCN(Cc2nnnn2CCc2ccccc2)CC1
    11, 4, -0.8, 0.2, 139, -1, -6, -3, -2.0, -5, 1.7
COc1ccc(Cn2ccnc2SCC(=O)Nc2ccccc2)cc1
    12, 8, -1.5, 0.8, 9, -12, 5, -16, -2.2, 4, 0.5
CSc1nc(-c2ccc(Cl)cc2)c(C#N)c(=O)[nH]1
    7, 3, 3.1, 0.8, 6, -5, -21, -11, -1.2, 12, 1.7
C=CCN(c1ccc(C(=O)NC(C)C)cc1)S(C)(=O)=O
    23, -17, 0.0, -0.1, x, -8, 0, 4, -4.1, -8, 3.4
CCc1[nH]c(=S)c(C#N)c(-c2ccccc2)c1C(=O)OC
    8, 2, -1.5, -0.3, -4, -4, 0, -50, -1.6, 10, 2.9
O=C(NC(=S)N1CCCCC1CO)c1cc(Br)ccc1Cl (stereo not drawn)
    8, 2, x, x, x, 12, 12, -21, -1.3, -10, -1.3
Cc1cccc(NC(=O)C2CC(=O)N(c3ccccc3)C2)c1C (stereo not drawn)
    10, 11, 3.6, 1.6, -8, 2, -3, x, -2.2, -2, 1.7
Cn1nc(C(=O)NCc2cccc(Cl)c2)c2c1-c1ccccc1S(=O)(=O)C2
    -1, -3, 1.5, 0.2, 94, 3, 1, 21, 0.2, 4, 0.2
CSc1nc(C)cc(OCNC(=O)c2cccs2)n1
    7, -2, 1.1, 1.1, -7, -15, 0, -11, -1.2, -47, 1.8
Cc1cc(C)c2c(CN3CCN(Cc4ccc5c(c4)OCO5)CC3)cc(=O)oc2c1C
    4, -6, 2.5, 0.0, 9, 1, -3, -16, -1.0, 7, 1.1
O=C(CCN1C(=O)c2ccc(Br)cc2C1=O)NC1CCCCC1
    12, 7, -0.2, 1.9, 8, -3, -5, -13, -2.3, 16, 0.9
Cc1[nH]c(=O)[nH]c(=O)c1NS(=O)(=O)c1ccc2c(c1)CCCC2
    -11, 3, 4.9, 1.8, 351, 3, 2, -1, 1.9, -7, -1.1
COCCn1nnnc1C(c1cccs1)N1CCN2CCCC2C1 (stereo not drawn)
    14, 0, 0.2, -3.3, -2, -7, -7, 28, -2.4, 5, 1.7
Cc1ccc2c(CC(=O)NNC(=O)c3ccccc3)coc2c1
    -1, -10, -0.3, -2.3, -14, 6, 6, -36, 0.2, 20, 3.7
CCc1ccccc1NC(=O)CSC1=C(C#N)C(c2ccc(O)c(OC)c2)C2=C(CCCC2=O)N1 (stereo not drawn)
    -10, -11, -0.8, 0.7, 1, 0, 5, -31, 1.9, -15, 0.2
Cc1cc(OC(C)C(=O)N(Cc2ccco2)C2CCS(=O)(=O)C2)ccc1Cl (stereo not drawn)
    7, 2, -4.6, 1.7, 2, 13, 6, 20, -1.3, -6, x
C=CCCC(=O)N(C)CCO
    5, -10, 3.5, 3.6, 250, -2, -5, 4, -0.9, -14, 0.9
NS(=O)(=O)c1ccc(CCNC(=O)c2ccc3c(=O)n4c(nc3c2)CCCCC4)cc1
    14, -12, 2.2, 1.4, -2, -4, -7, 10, -3.4, 0, 1.6
Cc1nn(CC(=O)N2CCN(C)CC2)c(=O)c2c1sc1ccccc12
    3, -1, 0.4, 2.3, -9, 4, 2, -16, -0.5, 24, 3.5
COc1ccc2[nH]c3c(c2c1)CN(C)CC3
    0, 1, 1.0, 1.7, 1, 0, -9, -39, -0.1, -18, 1.9
COC(=O)CN1C(=O)[C@H]2[C@@H](c3ccc(C)o3)N3C(=O)CN(Cc4ccccn4)C(=O)[C@@]3(C)[C@H]2C1=O
    -21, -12, 2.7, 1.1, -3, -10, -5, -8, 3.6, -22, 3.7
COc1ccc(C2c3cc4c(cc3OC(N3CCOCC3)C2C)OCO4)c(OC)c1 (stereo not drawn)
    -16, -2, x, x, x, 6, -5, -17, 3.8, -7, 0.8
CC(=O)Nc1ccc(S(=O)(=O)Nc2ncccn2)cc1
    11, -1, -2.2, 1.5, 3, -5, 4, -16, -2.2, 4, 1.1
Cc1ccc(NS(=O)(=O)c2cc(C(=O)NCc3ccncc3)ccc2C)cc1
    18, -1, x, x, -2, -2, 1, 8, -3.1, -1, 1.1
COc1ccc(C(=O)NC2CC2)cc1OC1CCN(Cc2cc(C)cc(C)c2)CC1
    2, -3, 3.2, 0.0, -28, 1, -9, 3, -0.5, -13, 2.1
CCN(CC)C(=O)C1CCCN(C/C=C/c2ccccc2)C1 (stereo not drawn)
    -4, -8, 0.3, 1.6, -15, -1, -1, -10, 0.8, -15, 1.7
CN(CCO)c1nc(N)c2c(N)nc3c(c2c1C#N)CC(=O)N3Cc1cccs1
    9, -8, 2.8, 0.7, 260, -22, -4, -7, -1.7, -15, -0.9
COc1ccccc1NC(=S)NC(=O)c1ccc(Cn2cc(Br)cn2)cc1
    -77, -9, -1.0, -0.6, -9, 11, -4, -25, 11, -4, 4.1
CCn1nc(C(=O)Nc2nc3ccc(C)cc3s2)c2ccccc2c1=O
    -2, 8, 1.4, 1.7, 1, -3, 5, 23, 0.3, 6, -1.3
COc1cc(CNCCNCC(C)O)ccc1OCc1ccc(Cl)nc1 (stereo not drawn)
    2, -1, -0.9, -3.1, -10, -6, -10, -9, -0.4, 21, 2.4

Looked up one by one from the entries so far (six):
Results follow in this order: MOR-DOR inv ag, PKA-R1A activ, AddAB inh, Ecoli viability, SUMO Mot1 rescue, Tat transport, PKA-R2B activ, PfHsp90 yeast 2, OPRM1-OPRD1 ag, HTR5A inv ctr, phage Ecoli inh
NS(=O)(=O)c1ccc(CCNC(=O)c2ccc3c(=O)n4c(nc3c2)CCCCC4)cc1
    14, -12, 2.2, 1.4, -2, -4, -7, 10, -3.4, 0, 1.6
CCc1ccccc1NC(=O)CSC1=C(C#N)C(c2ccc(O)c(OC)c2)C2=C(CCCC2=O)N1 (stereo not drawn)
    -10, -11, -0.8, 0.7, 1, 0, 5, -31, 1.9, -15, 0.2
COc1ccc(C2c3cc4c(cc3OC(N3CCOCC3)C2C)OCO4)c(OC)c1 (stereo not drawn)
    -16, -2, x, x, x, 6, -5, -17, 3.8, -7, 0.8
COc1ccc(C(=O)NC2CC2)cc1OC1CCN(Cc2cc(C)cc(C)c2)CC1
    2, -3, 3.2, 0.0, -28, 1, -9, 3, -0.5, -13, 2.1
COc1ccc2[nH]c3c(c2c1)CN(C)CC3
    0, 1, 1.0, 1.7, 1, 0, -9, -39, -0.1, -18, 1.9
CC(=O)Nc1ccc(S(=O)(=O)Nc2ncccn2)cc1
    11, -1, -2.2, 1.5, 3, -5, 4, -16, -2.2, 4, 1.1

Continuation:
Results follow in this order: MOR-DOR inv ag, PKA-R1A activ, AddAB inh, Ecoli viability, SUMO Mot1 rescue, Tat transport, PKA-R2B activ, PfHsp90 yeast 2, OPRM1-OPRD1 ag, HTR5A inv ctr, phage Ecoli inh
CC1CCN(S(=O)(=O)c2cn(CC(=O)N3CCN(c4cccc(C(F)(F)F)c4)CC3)cn2)CC1
    -2, 2, 2.7, -1.7, x, 16, -5, 8, 0.4, 12, x
CC(=O)c1ccc(OCCn2cnc3ccccc32)cc1
    19, -10, 3.1, 2.3, -7, -7, -6, 7, -4.0, 15, 4.3
COc1cc(-c2noc(C)c2C#CC2(O)CCCCC2)cc(OC)c1OC
    -9, 2, 3.1, 1.5, -8, 7, -7, -21, 1.6, 8, 1.5
COCCN1CC(O)=C(c2nc3ccccc3c(=O)[nH]2)C1=N
    8, 1, 3.5, -1.1, 666, 1, -4, 5, -1.8, 14, 3.0
CCC1(c2ccc(F)cc2)NC(=O)NC1=O (stereo not drawn)
    7, -4, 3.0, -0.1, -4, 1, 5, -15, -0.9, -17, -0.5
Cn1nc(C(F)(F)F)c(C(=O)Nc2ccc(F)cc2)c1Cl
    12, -1, 4.4, 2.5, -11, 3, 20*, 0, -2.2, -9, 5.1
COc1cccc(Nc2nc3ccccc3nc2NS(=O)(=O)c2cccs2)c1
    -11, 0, 0.9, 0.9, -3, 7, 3, 13, 2.2, -1, 1.8
CCNC(=O)COC(=O)COc1ccc(Cl)cc1C
    15, -16, -2.0, 1.9, 91, -10, -8, -2, -3.2, -8, 2.6
COc1cc(/C=C2\SC(=S)N(CCC(=O)Nc3ccccc3O)C2=O)cc(OC)c1OC
    0, 1, 0.8, 0.4, 11, -13, 1, 5, 0.0, 14, 0.5
O=C(Nc1ccccn1)c1cccc(S(=O)(=O)N2CCc3ccccc3C2)c1
    11, -6, -0.9, -0.8, -9, 7, 2, x, -2.2, 11, 1.5
COc1ccc(S(=O)(=O)N2CCc3ccccc32)cc1C(=O)N(CC(C)C)C1CCS(=O)(=O)C1 (stereo not drawn)
    1, 3, 1.3, 2.1, -4, 37, -3, 16, -0.2, -4, 2.1
O=C(c1ccc(-c2ccccc2)cc1)C1CCCN(C(=O)Cn2cncn2)C1 (stereo not drawn)
    11, 0, -1.0, 0.3, 6, 2, -6, 17, -2.3, -6, 2.2
CC1=NN(C(N)=S)C(=O)C1N=Nc1c(C)n(C)n(-c2ccccc2)c1=O (stereo not drawn)
    7, -2, -0.7, -0.3, 3, 2, 3, -16, -1.5, 4, -1.5
